Screening results deposited in PubChem BioAssay by Sanford-Burnham Center for Chemical Genomics.
APJ antagonist: blocks the human apelin receptor APJ | P35414 | CHO-K1 APJ beta-arrestin complementation, luminescence | inhibition, % at 20 µM | 330,000 tested, 0.32% active | AID 2521;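 active means inhibition above about 40% at 20 µM, limit read from the data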;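 further: cells challenged with 10 nM apelin-13 agonist together with compound; plate controls were apelin-13 plus DMSO wells for no effect and DMSO wells lacking apelin-13 for full effect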
UPR CHOP act: apoptotic UPR (CHOP) activation; CHO-CHOP luciferase reporter, luminescence; percent of tunicamycin response over DMSO baseline; activation, % at 10 µM; 330,000 tested, 0.34% active; AID 449763;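 active means at 10 µM dose, activation of 40% or more, normalized to positive control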;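 further: 100% = tunicamycin at 10 µg/mL and 0% = DMSO alone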
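Assay system: CHO cells with stable CHOP pathway luciferase reporter; Buffer or medium: F12 plus 10% serum; Times: 16-18 h cell attachment, then 6 h compound exposure, 37 °C; Signal: luciferase luminescence; Read-out basis: percent activation relative to tunicamycin control; Control set: tunicamycin high control, DMSO low control.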
697 NFkB inh: inhibitors of the PMA/ionomycin-induced NF-kB reporter in 697 B cells. inhibition, % at 4 µM. 697 B-cell NF-kB luciferase reporter, 16 h. AID 435022. 330,000 tested, 0.33% active; in the data active means inhibition above about 35%
tim23-1 inh: growth inhibitors of tim23-1 mutant yeast. S. cerevisiae tim23-1 growth, BacTiter-Glo luminescence, 24 h. inhibition, % at 20 µM. 330,000 tested, 1.3% active;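 active means growth inhibition of the mutant yeast at or above 50%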;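 further: temperature-sensitive mutant grown at 25 °C; plate controls were DMSO-treated mutant yeast for no effect and medium wells lacking yeast for full effect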
UPR XBP1 act: activators of adaptive arm of unfolded protein response (XBP1) | AID 463104 | activation, % at 20 µM | 330,000 tested, 0.33% active | CHO-XBP1 luciferase reporter, IRE1-XBP1 UPR activation, luminescence; percent of tunicamycin response, DMSO as zero;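 active means versus positive control, 20 µM dose yields 30% or more activation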;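 further: 100% = tunicamycin at 10 µg/mL and 0% = DMSO only wells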
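Assay system: IRE1-XBP1 luciferase reporter CHO line. Input: 1000 cells/well. Buffer or medium: F12 with 10% serum. Doses: 20 µM, 1% DMSO. Times: overnight seeding at 37 °C, 6 h compound treatment at 37 °C. Technique: Steady-Glo luciferase glow luminescence, 10 min after reagent addition.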
Jurkat NFkB inh: lowers PMA/ionomycin-induced NF-kB signal in Jurkat cells | PMA/ionomycin-induced NF-kB luciferase reporter, luminescence | inhibition, % at 4 µM | 330,000 tested, 0.53% active | AID 435003; in the data active means inhibition above about 50%
Mdm2-MdmX inh: disrupts the human Mdm2-MdmX interaction; SaOS-2 split-luciferase Mdm2/MdmX complementation, luminescence; inhibition, % at 8 µM; 330,000 tested, 3% active;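 active means inhibition of at least 50% at 8 µM in the primary screen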
Target sequence (O15151 whole entry, looked up): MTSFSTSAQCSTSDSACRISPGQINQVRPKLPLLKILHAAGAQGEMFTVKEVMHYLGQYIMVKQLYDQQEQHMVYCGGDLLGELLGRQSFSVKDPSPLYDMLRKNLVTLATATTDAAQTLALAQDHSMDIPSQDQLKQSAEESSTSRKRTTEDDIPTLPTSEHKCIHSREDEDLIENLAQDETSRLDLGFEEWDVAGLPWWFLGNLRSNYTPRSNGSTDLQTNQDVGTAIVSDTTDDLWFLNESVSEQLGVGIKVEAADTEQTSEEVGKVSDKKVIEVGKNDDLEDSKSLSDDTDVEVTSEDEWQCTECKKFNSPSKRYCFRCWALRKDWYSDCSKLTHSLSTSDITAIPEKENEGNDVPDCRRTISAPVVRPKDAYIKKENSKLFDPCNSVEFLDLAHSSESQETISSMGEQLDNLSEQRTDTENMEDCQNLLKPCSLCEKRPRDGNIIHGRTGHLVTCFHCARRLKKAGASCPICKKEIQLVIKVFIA
Target sequence (Q00987 whole entry, looked up): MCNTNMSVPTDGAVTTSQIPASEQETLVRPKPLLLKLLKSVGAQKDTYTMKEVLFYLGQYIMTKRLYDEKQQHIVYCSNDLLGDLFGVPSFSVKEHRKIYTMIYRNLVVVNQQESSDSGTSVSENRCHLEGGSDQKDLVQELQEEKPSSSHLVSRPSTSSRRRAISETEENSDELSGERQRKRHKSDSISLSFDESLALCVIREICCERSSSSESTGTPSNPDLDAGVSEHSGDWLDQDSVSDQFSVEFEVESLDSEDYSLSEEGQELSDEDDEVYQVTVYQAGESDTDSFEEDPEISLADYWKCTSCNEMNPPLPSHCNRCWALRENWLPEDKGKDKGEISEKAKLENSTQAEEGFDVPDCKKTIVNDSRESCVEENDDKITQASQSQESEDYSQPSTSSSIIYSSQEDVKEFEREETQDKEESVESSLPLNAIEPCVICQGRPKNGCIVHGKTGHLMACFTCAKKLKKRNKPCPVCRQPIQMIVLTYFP
APJ ag: APJ receptor agonism; 330,000 tested, 0.11% active; CHO-K1 APJ PathHunter beta-arrestin, luminescence; 0% DMSO wells, 100% apelin; activation, % at 20 µM; P35414;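 active means activation more than six SD over the plate average, tested at 20 µM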;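 further: 0% = DMSO alone and 100% = apelin-13 at 10 nM; some results filed as inactive read as strong as hits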
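Material: CHO-K1 APJ beta-arrestin complementation cell line; Input: cell density 1000 per well; Incubation: compound stimulation 90 min at 25 °C, detection 60 min; Signal: luminescence from split beta-galactosidase complementation, Galacton Star/Emerald II substrate; Controls: DMSO-only wells as negative, 10 nM Apelin-13 as positive control.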
The depositor's hits bear a star.

SMILES	APJ antagonist	UPR CHOP act	697 NFkB inh	tim23-1 inh	UPR XBP1 act	Jurkat NFkB inh	Mdm2-MdmX inh	APJ ag
O=c1c2cc(Cl)ccc2nc(-c2ccc([N+](=O)[O-])cc2)n1O	-49	-0.8	5	37	-3	-26	20	2
COCCSc1nnc(NC(=O)C2CCCO2)s1 (stereo not given)	21	2.6	-1	13	4	-8	10	-5
O=C(Nc1ccc(F)cc1)N1CCCN(c2ccc(C(F)(F)F)cn2)CC1	-5	0.1	-45	18	-1	-10	40	-4
Cc1c(N2C(=O)/C(=C/c3ccccc3)SC2=S)c(=O)n(-c2ccccc2)n1C	4	-0.8	-5	10	-3	13	8	3
Cc1ccc(S(=O)(=O)N2CCN(c3nn(C)c(=O)n(C)c3=O)CC2)cc1C	-6	-2.1	21	12	0	-6	12	-1
CN(C)CCN(Cc1ccccc1)c1ccccn1	-2	0.6	10	2	-7	-1	-18	-2
Cc1ccc(C)c(NC(=O)c2ccc3ccccc3n2)c1	6	5.4	-283	37	-3	-177	-160	2
Cc1ccc(-c2nnc(CSc3nnc(COc4ccccc4)n3-c3ccc(C)cc3)o2)cc1	-7	0.8	-12	10	-1	-35	15	-4
COC(=O)COc1ccc(S(=O)(=O)N2CCN(c3ccc(OC)cc3)CC2)cc1	-6	0.6	4	12	3	-7	-18	0
C=C(C)c1cccc(C(C)(C)NC(=O)Nc2ccc(OC)nc2)c1	9	-0.4	-32	29	7	-11	-8	6
CCOCC(=O)N1CCN(c2ccc([N+](=O)[O-])cc2)CC1	10	4.4	-8	-15	-2	0	-2	-3
Cc1ccc(-c2nnc(Nc3ccc(CC(N)=O)cc3)c3ccccc23)cc1S(=O)(=O)NCCO	5	3.5	11	-11	-5	9	13	-1
O=C(COC(=O)C1(c2ccccc2F)CCCC1)NC1CCS(=O)(=O)C1 (stereo not given)	8	-2.6	16	3	-3	10	11	-5
CCOC(=O)C(NCCOC)(NC(C)=O)C(F)(F)F (stereo not given)	13	-0.2	30	-6	-1	8	17	-5
COc1cc(OC)c(OC)cc1/C=C1\Oc2cc(OCC(=O)N3Cc4ccccc4C[C@H]3C(=O)O)ccc2C1=O	-7	-1.5	2	25	0	8	-4	2
c1ccc2c(c1)Nc1cc3ccccc3cc1S2	-34	4.7	-21	26	5	-27	-28	8
S=C(Nc1ccc(Cl)cc1)c1nc2ccccc2s1	16	4.2	-99	-4	2	-78	-39	-2
CCCNC(=O)NC(=O)COC(=O)/C=C/c1cc(Br)ccc1F	13	0.8	3	-1	-2	15	-27	-1
COc1ccccc1CNn1c(-c2cccc(C)c2)nc2ccccc2c1=O	-9	-0.1	3	39	-1	-6	9	-3
O=C(O)CCCn1nc(C(F)(F)F)c2c1CCCCC2	13	2.7	-26	6	-1	-16	-7	-2
Cc1c(NC(=O)CSc2nnc3sc4ccccc4n23)c(=O)n(-c2ccccc2)n1C	10	-1.2	-3	-8	-1	-21	13	-2
CC(=O)N1CCc2cc(S(=O)(=O)NCCC(=O)Nc3cccc(C)c3)ccc21	-1	-0.2	5	9	-2	-8	9	1
COC(CNC(=O)C1CCCN(S(=O)(=O)c2c(C)noc2/C=C/c2cccs2)C1)OC (stereo not given)	-9	-2.2	11	13	-2	0	-10	-2
CCn1c(=O)cc(OCC(=O)Nc2cccnc2)c2ccccc21	0	-3.0	10	-6	-1	-1	14	-1
Cc1ccc(SCc2cc(=O)[nH]c(N3CCN(C)CC3)n2)cc1	10	-0.4	30	9	-2	1	-2	-1
CNC(=O)c1nnn(-c2ccccc2)c1C(=O)NC	9	-3.0	9	-1	-4	5	8	3
COc1ccc(CN2CCNC(=O)C2CC(=O)O)cc1OC (stereo not given)	-6	1.3	18	12	-1	1	21	-1
COC(=O)C1=C(N)Oc2cc(C)n(Cc3cccnc3)c(=O)c2C1c1ccc(OC)c(OC)c1 (stereo not given)	12	-2.7	13	27	-3	-1	32	-1
Cc1ccc(S(=O)(=O)/N=C(\N)Nc2nc(C)c3cc(C)c(C)cc3n2)cc1	-9	2.3	12	28	3	13	13	-3
O=C(NC1CCCCC1)C1CCN(S(=O)(=O)N2CCCCCC2)CC1	12	0.3	-26	24	0	-1	-18	-1
COc1ccc(/C=C/C(=O)Nc2cccc(F)c2)cc1S(=O)(=O)N1CCOCC1	2	2.2	-11	10	0	-12	21	0
CCOc1ccccc1N(CC(=O)NCCc1ccccc1)C(=O)CCC(=O)Nc1ccccn1	9	1.8	24	10	-5	2	21	0
Cc1ccc(NC(=O)c2ccc(CNS(=O)(=O)c3cccc(C(F)(F)F)c3)cc2)cc1	15	1.5	-17	-18	1	-13	24	-2
Cc1ccc(NC(=O)NC2CCCCC2)cc1S(=O)(=O)N1CCOCC1	-10	0.1	7	16	-1	2	13	-2
CCCCn1nc(CC(=O)O)c2ccccc2c1=O	-8	-0.7	2	-8	-1	4	9	-5
Cc1ccc2[nH]c3nc(NN)nnc3c2c1	-19	0.6	-8	26	-1	-11	15	-1
COc1ccc2[nH]c3c(c2c1)CCNC3C1CC=C(C)CC1 (stereo not given)	-14	-0.4	16	-14	1	58*	67*	-1
CCOC(=O)NC1(Nc2ccc(C)cc2)Oc2ccccc2O1	1	5.7	-50	32	2	-2	-5	-2
CS(=O)(=O)N1CCc2cc(S(=O)(=O)N3CCN(Cc4ccc5c(c4)OCO5)CC3)ccc21	-9	-1.6	15	-7	-4	7	-4	-3
Cc1ccc2c(C)c(C(=O)N3CCN(C4CCS(=O)(=O)C4)CC3)oc2c1C (stereo not given)	13	-0.3	-10	1	-2	-13	2	-5
COc1cc2nc(C3CCC3)nc(N3CCN(c4ccccc4OC)CC3)c2cc1OC	-7	1.6	-53	53*	2	17	27	3
Cc1ccc(S(=O)(=O)N2CCN(C(=O)N3CCOCC3)C2C(C)C)cc1 (stereo not given)	15	0.5	16	0	1	11	17	-3
CCc1cc(=O)oc2cc(C)cc(OC(C)C(=O)O)c12 (stereo not given)	-5	-1.2	17	15	-2	-5	-16	-2
COc1ccc(C2CC(=O)n3c(nc4ccccc43)S2)cc1OC (stereo not given)	22	-1.9	-1	9	4	9	-4	-2
Cc1c(NC(=O)C2CCCN2S(=O)(=O)c2ccc(Cl)cc2)c(=O)n(-c2ccccc2)n1C (stereo not given)	3	0.3	-13	-8	0	-6	16	-4
Cc1cccc(NC(=S)Nc2ccccn2)c1	19	4.3	-59	33	-3	-41	-49	5
Cc1cccc(OCC(=O)OCC(=O)N(CC(C)C)c2c(N)n(Cc3ccccc3)c(=O)[nH]c2=O)c1C	6	0.7	10	11	-1	-6	1	13
COc1ccc(CN(C(=O)c2ccco2)C2CC(C)N(C)CC2C)cc1 (stereo not given)	-10	-1.1	-1	17	1	0	-9	17
COc1ccc(C2c3[nH]c4ccccc4c3C[C@H]3C(=O)N(CC(C)C)CC(=O)N23)c(OC)c1 (stereo not given in full)	6	-0.4	-1	21	-6	-7	14	-4
O=c1c2ccccc2nc(/C=C/c2cccnc2)n1CCc1ccccc1	5	0.2	-30	39	4	4	20	-4
O=C(N/C(=C/c1ccccc1F)C(=O)N1CCCCC1)c1ccccc1	13	0.7	-9	9	-5	-11	0	0
CCCN(CC(=O)Nc1ccccc1OC)C(=O)c1ccc(COc2ccccc2)o1	-3	1.2	1	32	-2	10	-15	-2
Cc1ccc(N(C)S(=O)(=O)c2cccc(C(=O)N(C)Cc3cnn(-c4ccccc4)c3)c2)cc1	19	-1.6	-38	22	-5	6	66*	6
CN1C(=O)CSc2ccc(NC(=O)N3CCN(c4ccccc4)CC3)cc21	0	-0.3	36*	-1	-1	-11	41	0
Cc1cc(C(=O)NC2=NCCS2)c2ccccc2n1	-15	-1.9	13	25	-4	-7	-12	0
CCOC(=O)C1(Cc2cccc(Cl)c2)CCCN(C(=O)c2ccnn2C)C1 (stereo not given)	17	1.9	-63	26	0	-34	0	0
O=C(CSC1=NCCS1)Nc1ccc2ccccc2c1	6	3.8	0	17	1	-24	-17	-5
Cc1ccc(-n2c(=O)c3c(n4cnnc24)-c2ccccc2CC32CCCCC2)cc1	-4	4.4	-9	36	-4	5	15	2
COc1ccccc1OCC(=O)Nc1cc(S(=O)(=O)N2CCCCC2)ccc1N1CCCCC1	5	0.5	-33	21	-4	-11	10	3
NS(=O)(=O)c1ccc(CCNCc2cccnc2)cc1	-15	0.6	-28	7	-4	0	20	-1

Compounds above that contain an NH in an aromatic ring (five):
SMILES	APJ antagonist	UPR CHOP act	697 NFkB inh	tim23-1 inh	UPR XBP1 act	Jurkat NFkB inh	Mdm2-MdmX inh	APJ ag
Cc1ccc(SCc2cc(=O)[nH]c(N3CCN(C)CC3)n2)cc1	10	-0.4	30	9	-2	1	-2	-1
Cc1ccc2[nH]c3nc(NN)nnc3c2c1	-19	0.6	-8	26	-1	-11	15	-1
COc1ccc2[nH]c3c(c2c1)CCNC3C1CC=C(C)CC1 (stereo not given)	-14	-0.4	16	-14	1	58*	67*	-1
Cc1cccc(OCC(=O)OCC(=O)N(CC(C)C)c2c(N)n(Cc3ccccc3)c(=O)[nH]c2=O)c1C	6	0.7	10	11	-1	-6	1	13
COc1ccc(C2c3[nH]c4ccccc4c3C[C@H]3C(=O)N(CC(C)C)CC(=O)N23)c(OC)c1 (stereo not given in full)	6	-0.4	-1	21	-6	-7	14	-4

(further entries)
SMILES	APJ antagonist	UPR CHOP act	697 NFkB inh	tim23-1 inh	UPR XBP1 act	Jurkat NFkB inh	Mdm2-MdmX inh	APJ ag
COc1ccc(NC(=O)c2cccc(S(=O)(=O)N3CCCC3)c2)cc1OC	1	1.3	0	0	-1	-15	11	-1
CC(=O)Nc1nn(C)c2nc3cc(C)ccc3cc12	-4	-0.9	-5	1	1	3	12	3
O=C(CSc1nnc(CNC(=O)c2ccccc2F)o1)Nc1cccc(C(F)(F)F)c1	18	1.6	-25	8	-8	5	10	-1
COc1ccc(S(=O)(=O)N(C)CC(=O)NCc2ccccn2)cc1	-4	1.7	0	-6	4	4	-3	1
CCOC(=O)c1cc2ccc(OC)cc2oc1=O	4	5.5	-9	11	1	7	-3	-1
COC(=O)c1cnn2c(C(F)(F)F)cc(-c3ccc(F)cc3)nc12	7	-0.6	10	-6	4	-3	21	-2
O=C(N/N=C/C=C\c1ccccc1[N+](=O)[O-])c1cccnc1	7	0.5	18	5	-1	19	18	-1
Cc1ccc2c(c1)COc1c3ccc(C(=O)NC(C)C)cc3nn1-2	18	4.6	-320	51*	4	-120	-135	4
Cc1cc([N+](=O)[O-])nn1CC(=O)Nc1sc2c(c1C(N)=O)CCCC2	24	-1.0	0	8	0	0	2	0
CC(=O)N1c2ccc(S(=O)(=O)N3CCC(C(=O)N4CCN(c5ccccc5)CC4)CC3)cc2CC1C (stereo not given)	-6	0.5	21	0	-6	15	15	2
COc1ccc(C(=O)C2CCN(CC(=O)Nc3ccc(C)cc3)CC2)cc1	-8	-2.2	7	18	-2	-4	11	1
COCCN(Cc1nc2ccccc2c(=O)[nH]1)C(=O)COc1c(C)cc(Cl)cc1C	20	2.2	15	7	-3	1	25	-4
Cn1c(=O)c2sccc2n2c(CCCC(=O)NCc3ccco3)nnc12	14	0.5	-8	10	-3	16	7	7
COc1ccc(Cl)cc1NC(=O)CSc1nnc(-c2ccncc2)n1CC1CCCO1 (stereo not given)	0	0.9	-28	10	-2	8	12	6
